Compound activity from PubChem.
IDH1 R132H inh: qHTS for Inhibitors of mutant isocitrate dehydrogenase 1 (IDH1): qHTS; Isocitrate dehydrogenase [NADP] cytoplasmic (Homo sapiens), O75874; IDH1-R132H enzyme, NADPH consumption, diaphorase/resazurin fluorescence; Potency, µM (highest dose often 76.6 µM), without a hit: at the highest dose activity change, negative = inhibition, actives largely listed as inhibitors; 390,000 compounds, 0.093% hits; further: on the % scale 0 is the no-effect control and ±100 the full control effect; nearly all actives have a fitted effect of over 65% in size
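IDH1-R132H (0.5 ug/mL) preincubated 30 min with compound, then NADPH (0.016 mM) and alpha-KG (2 mM) added; 80 min at RT, pH 7.5. Remaining NADPH coupled via diaphorase/resazurin to fluorescence (540/590 nm); concentration-response curves normalized to no-enzyme control.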
RGS4 inhibitor: Inhibitors of Regulator of G Protein Signaling (RGS) 4: qHTS. Potency, µM (doses to about 114 µM), inactives show at the top dose activity change, negative = inhibition, most hits filed as inhibitors. Regulator of G-protein signaling 4 (Homo sapiens), P49798. Transcreener GDP fluorescence polarization, RGS4-accelerated GTP hydrolysis. AID 504845, 2011. 390,000 compounds, 0.039% hits; further: on the % scale 0 is the no-effect control and ±100 the full control effect; nearly all actives have a fitted effect of over 75% in size; some results filed as inactive show a strong effect at the top dose
Target sequence (P49798 whole entry, looked up): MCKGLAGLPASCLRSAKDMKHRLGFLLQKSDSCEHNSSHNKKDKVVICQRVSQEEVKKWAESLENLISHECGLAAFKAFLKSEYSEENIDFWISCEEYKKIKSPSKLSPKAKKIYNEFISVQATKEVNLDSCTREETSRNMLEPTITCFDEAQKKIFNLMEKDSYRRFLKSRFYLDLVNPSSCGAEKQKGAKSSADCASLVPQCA
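MLSMR compounds (23 nl, pin-transferred) preincubated 10 min at room temperature with a 500nM (2x) first reagent, then RGS4 at 900nM (2x) plus Transcreener GDP mix added; fluorescence polarization (620/688 nm) read before and after 90 min at 30 °C.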
Vif-APOBEC3G blk: qHTS for Inhibitors of Vif-A3G Interactions: qHTS; 410,000 compounds, 0.076% hits; DNA dC->dU-editing enzyme APOBEC-3G (Homo sapiens), Q9HC16; HeLa A3G-eYFP + Vif (tagged APOBEC3G with the HIV-1 protein that degrades it), YFP fluorescence, overnight; Potency, µM (top dose mostly 46.1 µM), inactives show at the highest dose activity, negative = active, hits mostly inhibitors; AID 602310, 2012;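 further: on the % scale 0 is the no-effect control and ±100 the full control effect; nearly all actives have a fitted effect of over 60% in size; hits raise eYFP signal because A3G escapes Vif-driven loss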
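HeLa cells stably expressing Vif and C-terminally eYFP-tagged A3G, seeded overnight at 37 deg C, then exposed to compound by pintool overnight at 37 deg C. Rise in yellow fluorescence (Ex 488/Em 500-530, Acumen) marks blocked Vif-driven A3G degradation.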
rTrxR1 inhibitor: qHTS Assay for Inhibitors of Mammalian Selenoprotein Thioredoxin Reductase 1 (TrxR1): qHTS; Thioredoxin reductase 1, cytoplasmic (Rattus norvegicus), O89049; recombinant rTrxR1, NADPH fluorescence consumption, selenite substrate; Potency, µM (top dose mostly 114 µM), inactives show at the top dose activity change, negative = inhibition, hits mostly inhibitors; 390,000 compounds, 1% hits; further: on the % scale 0 is the no-effect control and ±100 the full control effect; nearly all actives have a fitted effect of over 65% in size
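Rat TrxR1 (90 nM in the dispensed reagent) was pre-reduced with 400 uM NADPH for 5 min at room temperature, then incubated with compound for 15 min. After 400 uM selenite was added, NADPH fluorescence (Ex 340/Em 450 nm) was followed for 8 min.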
USP1-UAF1 inh: Inhibitors of USP1/UAF1: Primary Screen; Ubiquitin carboxyl-terminal hydrolase 1 (Homo sapiens), O94782; 390,000 compounds, 0.23% hits; Potency, µM (series often up to 57.1 µM), inactives show at the top dose activity change, negative = inhibition, hits mostly inhibitors; AID 743255, 2014; recombinant USP1/UAF1, Ub-Rhodamine cleavage fluorescence; further: on the % scale 0 is the no-effect control and ±100 the full control effect; nearly all actives have a fitted effect of over 60% in size; inactives centre near -12
Target sequence (O94782 whole entry, looked up): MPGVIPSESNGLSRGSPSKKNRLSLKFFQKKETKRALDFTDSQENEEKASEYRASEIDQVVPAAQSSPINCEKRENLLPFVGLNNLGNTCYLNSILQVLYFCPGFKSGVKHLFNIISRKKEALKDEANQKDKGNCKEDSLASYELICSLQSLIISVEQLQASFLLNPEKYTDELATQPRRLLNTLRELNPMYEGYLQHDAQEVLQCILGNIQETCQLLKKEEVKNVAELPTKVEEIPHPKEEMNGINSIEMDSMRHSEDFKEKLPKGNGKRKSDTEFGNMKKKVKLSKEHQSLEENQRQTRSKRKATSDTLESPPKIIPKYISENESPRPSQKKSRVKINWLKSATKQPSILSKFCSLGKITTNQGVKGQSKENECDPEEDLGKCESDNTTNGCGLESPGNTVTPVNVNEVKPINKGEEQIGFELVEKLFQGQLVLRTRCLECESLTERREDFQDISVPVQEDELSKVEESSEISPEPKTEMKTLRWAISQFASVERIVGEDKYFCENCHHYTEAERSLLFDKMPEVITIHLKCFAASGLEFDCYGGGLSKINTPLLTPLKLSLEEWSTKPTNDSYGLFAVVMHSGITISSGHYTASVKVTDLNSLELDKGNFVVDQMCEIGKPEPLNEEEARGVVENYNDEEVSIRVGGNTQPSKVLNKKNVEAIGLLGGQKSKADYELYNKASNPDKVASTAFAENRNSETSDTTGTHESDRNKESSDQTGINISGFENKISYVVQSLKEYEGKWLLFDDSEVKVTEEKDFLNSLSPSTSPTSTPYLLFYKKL
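High-throughput fluorogenic screen: 1nM USP1/UAF1 complex, Ub-Rho substrate 150nM final, 50mM HEPES pH 7.8 with 0.5mM EDTA, 0.1 mg/ml BSA, 1mM TCEP and 0.01% Tween-20.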
TrxR1 substrate: qHTS Assay for Substrates of Mammalian Selenoprotein Thioredoxin Reductase 1 (TrxR1): qHTS; purified TrxR1 substrate turnover, NADPH consumption readout; Potency, µM (series often up to 114 µM), inactives show top-dose activity change, negative = substrate turnover; 390,000 compounds, 0.01% hits; Thioredoxin reductase 1, cytoplasmic (Rattus norvegicus), O89049; further: on the % scale 0 is the no-effect control and ±100 the full control effect; nearly all actives have a fitted effect of over 50% in size
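Rat TrxR1, dispensed at 90 nM, was prereduced with 400 uM NADPH (final) for 5 min at ~22 deg C, then incubated with compound 15 min before 400 uM selenite. A first-read NADPH fluorescence drop versus no-compound background flagged substrates.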
ALOX12 inh: Primary qHTS assay for inhibitors of human arachidonate 12S-lipoxygenase (ALOX12): Round 2 | Polyunsaturated fatty acid lipoxygenase ALOX12 (Homo sapiens), P18054 | 580,000 compounds, 1.1% hits | Potency, µM (series often up to 108 µM), for inactives: at the top dose activity change, negative = inhibition, actives largely listed as inhibitors | purified 12hLO, xylenol orange hydroperoxide absorbance; further: on the % scale 0 is the no-effect control and ±100 the full control effect
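Hydroperoxide product was detected by ferrous iron/xylenol orange as the 573 to 405 nm absorbance ratio. Arachidonic acid at 40 uM (final) was turned over for 30 min at room temperature by 150 nM human 12hLO, pH 7.0 Hepes buffer, after 15 min compound preincubation.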
RXFP1 agonist: qHTS Assay for Agonists of the Relaxin Receptor RXFP1. Potency, µM (series often up to 57.5 µM), without a hit: at the top dose activation, usual class: activators. Relaxin receptor 1 (Homo sapiens), Q9HBX9. 370,000 compounds, 0.3% hits. HEK293T-RXFP1 cAMP TR-FRET, 30 min; response scale: percent of porcine relaxin response, buffer zero. AID 2676, 2010; further: on the % scale 0 is the no-effect control and ±100 the full control effect; nearly all actives have a fitted effect of over 60% in size; many of its hits are not listed in these tables
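HEK293 cells stably expressing RXFP1, treated 30 min at 37C with compounds plus PDE4 inhibitor Ro 20174; cAMP measured by HTRF TR-FRET. Normalized to buffer and 29 nM porcine relaxin; EC50 by Hill fit.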
Vif-APOBEC3F blk: qHTS for Inhibitors of Vif-A3F Interactions: qHTS. HeLa A3F-eYFP + Vif (tagged APOBEC3F with the HIV-1 protein that degrades it), YFP fluorescence increase. Potency, µM (series often up to 46.1 µM), inactives show top-dose activity, negative = active. 390,000 compounds, 0.2% hits; further: % of control where 0% means no effect; nearly all actives have a fitted effect of over 65% in size
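Fluorescence increase (Ex 488/Em 500-530) after overnight compound treatment at 37 deg C flags inhibition of Vif-driven A3F-eYFP loss in stable HeLa A3F-eYFP/Vif cells seeded overnight beforehand.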
Numbers without * were called inactive; [ ] = another dose, or the depositor's remark. The call rests on the fitted dose curve; in most records, active means well fitted curve in the direction sought with a large enough effect; inconclusive means small, poorly fitted or top-dose-only effect, or another doubt; inactive means no such curve, though single readings can be large; an effect the other way counts as inactive or inconclusive. Potency means the concentration at half of the fitted maximal effect.

Screening COc1ccc(Br)cc1S(=O)(=O)NCCCN1CCOCC1 returned IDH1 R132H inh -13%, RGS4 inhibitor 1%[56.9 µM], Vif-APOBEC3G blk 0%, rTrxR1 inhibitor 13%, USP1-UAF1 inh -11%, TrxR1 substrate -4%, ALOX12 inh -2%, RXFP1 agonist -0.1% and Vif-APOBEC3F blk -10%.
Screening COc1ccc(C)cc1NC(=O)COC(=O)c1c(C)nn(-c2ccccc2)c1C returned IDH1 R132H inh -1%, RGS4 inhibitor -7%, Vif-APOBEC3G blk 5%, rTrxR1 inhibitor 6%, USP1-UAF1 inh -6%, TrxR1 substrate -1%, ALOX12 inh 178%[activator], RXFP1 agonist -0.5% and Vif-APOBEC3F blk -7%.
O=C(CSc1nnc(-c2cccc(F)c2)o1)NC1CCCC1 was read as IDH1 R132H inh 0%, RGS4 inhibitor -8%, Vif-APOBEC3G blk 0%, rTrxR1 inhibitor 17%, USP1-UAF1 inh -27%, TrxR1 substrate 4%, ALOX12 inh 0%, RXFP1 agonist 0.8% and Vif-APOBEC3F blk -13%.
Screening CCN(CC(=O)Nc1cc(S(=O)(=O)N2CCCCC2)ccc1Cl)Cc1ccccc1 returned IDH1 R132H inh 2%, RGS4 inhibitor -7%, Vif-APOBEC3G blk -1%, rTrxR1 inhibitor -8%, USP1-UAF1 inh -32%, TrxR1 substrate -8%, ALOX12 inh 11%, RXFP1 agonist 0.6% and Vif-APOBEC3F blk 5%.
For Cc1ccc2c(c1)N(CC(=O)NCCCN1CCOCC1)C(=O)C(C(C)C)O2 (configuration not stated) the results were IDH1 R132H inh -1%, RGS4 inhibitor 2%, Vif-APOBEC3G blk 0%, rTrxR1 inhibitor 14%, USP1-UAF1 inh -7%, TrxR1 substrate 4%, ALOX12 inh -23%, RXFP1 agonist -0.6% and Vif-APOBEC3F blk 5%.
Screening CCCc1cnc2c(c1SCC(=O)Nc1ccccc1OCC)c(=O)n(C)c(=O)n2C returned IDH1 R132H inh 2%, RGS4 inhibitor 22%, Vif-APOBEC3G blk 2%, rTrxR1 inhibitor 8%[57.1 µM], USP1-UAF1 inh -9%, TrxR1 substrate -6%[57.1 µM], ALOX12 inh -12%, RXFP1 agonist 1.2% and Vif-APOBEC3F blk 5%.
`COc1cccc(CC(=O)Nc2ccccc2N2CCCC2)c1` gave IDH1 R132H inh 4%, RGS4 inhibitor -10%, Vif-APOBEC3G blk 0%, rTrxR1 inhibitor 15%, USP1-UAF1 inh -25%, TrxR1 substrate 6%, RXFP1 agonist 0.4% and Vif-APOBEC3F blk 0%.
Screening Cc1ccc(-c2noc(-c3nnn(-c4ccc(Br)cc4F)c3C)n2)cc1 returned RGS4 inhibitor -5%, rTrxR1 inhibitor 27%[57.1 µM], USP1-UAF1 inh -11%, TrxR1 substrate 3%[57.1 µM], ALOX12 inh -6% and RXFP1 agonist -1.5%.
For CC(CCC(C)C(C)(C)C)[C@@H]1CC[C@H]2C3C[C@H](OS(O)(=S)=S)[C@H]4C[C@H](OS(O)(=S)=S)[C@@H](OS(O)(=S)=S)C[C@]4(C)[C@H]3CC[C@]12C (some centres not stated) (tested in a mixture with another compound) the results were IDH1 R132H inh inconclusive, RGS4 inhibitor -131%, Vif-APOBEC3G blk 8%, rTrxR1 inhibitor -11%, USP1-UAF1 inh 18µM*, TrxR1 substrate 4% and Vif-APOBEC3F blk 3%.
O=C(NCc1ccccc1Cl)c1cc(=O)[nH]c2ccccc12 was read as IDH1 R132H inh 0%, RGS4 inhibitor -13%, Vif-APOBEC3G blk -6%, rTrxR1 inhibitor -1%, USP1-UAF1 inh -19%, TrxR1 substrate 6%, ALOX12 inh inconclusive, RXFP1 agonist 29% and Vif-APOBEC3F blk 4%.
For CC(=O)N1CCN(c2ccc(NC(=O)/C=C/c3ccccc3)cc2)CC1 the results were IDH1 R132H inh -7%, RGS4 inhibitor -20%, Vif-APOBEC3G blk -5%, rTrxR1 inhibitor -5%, USP1-UAF1 inh -20%, TrxR1 substrate -7%, ALOX12 inh -25%, RXFP1 agonist -2.0% and Vif-APOBEC3F blk 17%.
O=C(NCCc1ccccc1)C1CCCN1S(=O)(=O)c1ccccc1 (configuration not stated) was read as IDH1 R132H inh 0%, RGS4 inhibitor -3%, Vif-APOBEC3G blk 3%, rTrxR1 inhibitor -9%[57.1 µM], USP1-UAF1 inh -13%, TrxR1 substrate -3%[57.1 µM], ALOX12 inh 0%, RXFP1 agonist -0.5% and Vif-APOBEC3F blk 2%.
Cc1nnsc1C(=O)NC(=O)Nc1ccc(F)c(Cl)c1 was read as IDH1 R132H inh 5%, RGS4 inhibitor 9%, Vif-APOBEC3G blk 0%, rTrxR1 inhibitor 10%[57.1 µM], USP1-UAF1 inh -11%, TrxR1 substrate 8%[57.1 µM], ALOX12 inh 64%[activator], RXFP1 agonist 2.6% and Vif-APOBEC3F blk -23%.
`C[C@H]1CN([C@@H](C)CO)C(=O)CCCn2cc(nn2)CO[C@@H]1CN(C)S(=O)(=O)c1ccc2c(c1)OCCCO2` gave IDH1 R132H inh -1%, Vif-APOBEC3G blk -1%, USP1-UAF1 inh -8%, ALOX12 inh 1% and Vif-APOBEC3F blk -18%.
CC(C)c1ccc(NS(=O)(=O)c2ccc3nc(-c4ccccc4)[nH]c3c2)cc1 was read as IDH1 R132H inh inconclusive, RGS4 inhibitor -17%, Vif-APOBEC3G blk -9%, rTrxR1 inhibitor -1%, USP1-UAF1 inh -6%, TrxR1 substrate -5%, ALOX12 inh 3%, RXFP1 agonist 0.8% and Vif-APOBEC3F blk -1%.
For CCN1CCN(C(=O)c2sc3nc(C)nc(N4CCC(C)CC4)c3c2C)CC1 the results were IDH1 R132H inh 7%, RGS4 inhibitor 19%, Vif-APOBEC3G blk -2%, rTrxR1 inhibitor 5%[57.1 µM], USP1-UAF1 inh -5%, TrxR1 substrate 5%[57.1 µM], ALOX12 inh 0%, RXFP1 agonist 5.1% and Vif-APOBEC3F blk 0%.
Screening CSc1ccccc1NC(=O)C1CC(c2ccccc2Cl)=NO1 (configuration not stated) returned IDH1 R132H inh 6%, RGS4 inhibitor -33%, Vif-APOBEC3G blk -4%, rTrxR1 inhibitor 23%[57.1 µM], USP1-UAF1 inh -10%, TrxR1 substrate -8%, ALOX12 inh 20%, RXFP1 agonist 2.3% and Vif-APOBEC3F blk -8%.
Screening COc1ccc(-c2nc3ccccn3c2NC2CCCCC2)cc1SC1CCCCC1 returned IDH1 R132H inh -1%, RGS4 inhibitor 0%, Vif-APOBEC3G blk -5%, rTrxR1 inhibitor 42%[activator], USP1-UAF1 inh -26%, TrxR1 substrate 72%[activator], ALOX12 inh inconclusive, RXFP1 agonist 10% and Vif-APOBEC3F blk inconclusive.
For Cc1c(C(=O)Nc2nnc(SCc3ccccc3Cl)s2)cccc1[N+](=O)[O-] the results were IDH1 R132H inh 0%, RGS4 inhibitor -13%, Vif-APOBEC3G blk 1%, rTrxR1 inhibitor -2%, USP1-UAF1 inh -3%, TrxR1 substrate -14%, ALOX12 inh 5%, RXFP1 agonist -0.9% and Vif-APOBEC3F blk 2%.
`COc1ccc(CC(=O)NNC(=O)c2ccc(Br)o2)cc1` gave IDH1 R132H inh -19%, RGS4 inhibitor -7%, Vif-APOBEC3G blk 7%, rTrxR1 inhibitor 12%, USP1-UAF1 inh -4%, TrxR1 substrate 2%, ALOX12 inh inactive, RXFP1 agonist 2.5% and Vif-APOBEC3F blk -7%.
Clc1ccc(-c2nnc3n2CCCCS3)cc1 was read as IDH1 R132H inh 5%, RGS4 inhibitor -34%, Vif-APOBEC3G blk 0%, rTrxR1 inhibitor 6%, USP1-UAF1 inh -18%, TrxR1 substrate 1%, ALOX12 inh -12%, RXFP1 agonist 0.0% and Vif-APOBEC3F blk 6%.
O=C(Nc1ccc(C(F)(F)F)cc1-c1ccccc1)c1ccccc1 was read as IDH1 R132H inh 2%, RGS4 inhibitor -10%, Vif-APOBEC3G blk 0%, rTrxR1 inhibitor 18%[0.0914 µM], USP1-UAF1 inh -18%, TrxR1 substrate -2%, ALOX12 inh 2%, RXFP1 agonist 0.5% and Vif-APOBEC3F blk 0%.

An excerpt (hit frequency here may not be typical).
